HDAC3 inhib: blocks human histone deacetylase 3. recombinant HDAC3, fluorogenic peptide/trypsin coupled, fluorescence. inhibition, % at 8.3 µM. hit rate 0.15% among 320,000; in the data active = inhibition above about 26%, passing the limit was not always enough; inconclusive = no clear call, values can overlap the other calls
RGS4 inh: inhibitors of human RGS4 | HEK293 M3R/RGS4 inducible, Fluo-4 calcium flux; active compounds read high; triggered by carbachol at its EC20 | B-score at 10 µM | hit rate 0.45% among 310,000 | AID 463165;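 active = B-score, a plate-corrected calcium signal, over three deviations above library mean, with baseline fluorescence within five deviations of library mean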;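 note: RGS4 expression induced by doxycycline in cells with stable M3 receptor; B-score is computed from the integrated fluorescence ratio over baseline after carbachol; higher B-score means a larger calcium signal and so more RGS4 inhibition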
KCNK3 inh: human KCNK3 channel inhibition, primary screen; B-score at 10 µM; O14649; hit rate 0.84% among 340,000; CHO-KCNK3 thallium flux, FluxOR fluorescence; active compounds read low;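 active = B-score under library mean minus 4 SD, starting fluorescence ratio at most library mean plus 5 SD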;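 note: more negative B-score means stronger inhibition of thallium flux through KCNK3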
TMEM16A act: activators or potentiators of mouse TMEM16A chloride channel; hit rate 0.3% among 340,000; HEK293 TMEM16A/YFP-H148Q/I152L, iodide quench fluorescence; active compounds read low; B-score at 10 µM; AID 623877; Q8BHY3;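 active = fluorescence-ratio B-score plate-corrected deviation score at least 3 library SD below zero, with starting fluorescence score within 5 deviations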;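 note: channel opened by trigger with iodide after compound preincubation; score built on the fluorescence ratio of max minus min over baseline; more negative score means more quench and so TMEM16A activation or potentiation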
KCNQ1 inh: inhibitors of human KCNQ1 potassium channel; hit rate 1.3% among 310,000; CHO-K1 KCNQ1, FluxOR thallium flux fluorescence; active compounds read high; B-score at 10 µM;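 active = compounds whose thallium flux B-score, printed positive for inhibition, exceeds three library SD while starting fluorescence stays within three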;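 note: channel opened by potassium depolarization with thallium stimulus after 20 min compound exposure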
RGS4 act: RGS4 potentiation or activation. HEK293 M3R/inducible RGS4, carbachol calcium flux Fluo4; active compounds read low. B-score at 10 µM. hit rate 0.92% among 310,000;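 active = B-score of the integrated calcium signal more than 4 SD below the library mean, with starting fluorescence not abnormally high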;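 note: negative B-score means reduced calcium response which marks RGS4 activation or potentiation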
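test system = M3R-expressing HEK293 line, RGS4 induced by doxycycline | probe or stimulus = carbachol at ECmax as muscarinic agonist stimulus | timing = dye loading 30 min 37 °C, buffer rest 30 min RT | signal = calcium dye Fluo4 fluorescence | evaluation = B score from integrated fluorescence ratio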
KCNQ1 pot: potentiators or activators of human KCNQ1 potassium channel; B-score at 10 µM; CHO-K1 KCNQ1, thallium flux FluxOR fluorescence; active compounds read high; AID 2648; hit rate 0.35% among 310,000;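 active = fluorescence ratio B-score, a plate-corrected score, at least three library SD, with initial intensity B-score within 5 SD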
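Medium – assay buffer, equal DMSO in all wells · Material – CHO-K1 cell line with stable KCNQ1 potassium channel expression · Signal – kinetic FluxOR thallium fluorescence, 10-s 1-Hz baseline, 110-s post-stimulus read · Compound – single concentration per compound, DMSO matched to controls · Schedule – 37 °C overnight plating, 90-min dark dye load, 20-min compound pretreatment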
KCNK9 inh: blocks the human KCNK9 two-pore domain potassium channel; Q9NPC2; AID 488922; B-score at 10 µM; hit rate 1.2% among 310,000; HEK293 KCNK9, FluxOR thallium flux fluorescence; active compounds read low;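 active = ratio B-score over 3 SD below the library mean, with starting fluorescence within 5 SD of its mean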;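 note: negative B-score means less thallium flux so channel inhibition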
SKKanGAS inh: inhibitors of SKKanGAS S. pyogenes growth in kanamycin (SK-promoter or general growth effect); BacTiter-Glo, 6 h; inhibition, % at 7.5 µM; hit rate 1.3% among 300,000;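 active = mean replicate score, as percent of positive control median, at least 50; inconclusive = mean below 50 but one replicate at or above 50; inactive = mean and every replicate below 50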;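 note: strain carries kanamycin resistance gene driven by streptokinase promoter and grows in 40 µg/ml kanamycin; loss of luminescence reflects streptokinase promoter inhibition or plain growth inhibition; 0% = median of DMSO wells and 100% = positive control at its reference dose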
hERG rescue: shields human hERG channel from block by proarrhythmic agents; Q12809; CHO-hERG, FluxOR thallium flux, dofetilide IC70 present; activation (rescue from dofetilide block), less the hit threshold, % at 10 µM; hit rate 0.51% among 310,000;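 active = activation above the mean of controls blocked by dofetilide plus 5 SD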;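 note: thallium influx through hERG after potassium depolarization seen as dye fluorescence rise; in these data hits start at about 4.7%; inactives centre near -7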
Target sequence (Q12809 whole entry, looked up): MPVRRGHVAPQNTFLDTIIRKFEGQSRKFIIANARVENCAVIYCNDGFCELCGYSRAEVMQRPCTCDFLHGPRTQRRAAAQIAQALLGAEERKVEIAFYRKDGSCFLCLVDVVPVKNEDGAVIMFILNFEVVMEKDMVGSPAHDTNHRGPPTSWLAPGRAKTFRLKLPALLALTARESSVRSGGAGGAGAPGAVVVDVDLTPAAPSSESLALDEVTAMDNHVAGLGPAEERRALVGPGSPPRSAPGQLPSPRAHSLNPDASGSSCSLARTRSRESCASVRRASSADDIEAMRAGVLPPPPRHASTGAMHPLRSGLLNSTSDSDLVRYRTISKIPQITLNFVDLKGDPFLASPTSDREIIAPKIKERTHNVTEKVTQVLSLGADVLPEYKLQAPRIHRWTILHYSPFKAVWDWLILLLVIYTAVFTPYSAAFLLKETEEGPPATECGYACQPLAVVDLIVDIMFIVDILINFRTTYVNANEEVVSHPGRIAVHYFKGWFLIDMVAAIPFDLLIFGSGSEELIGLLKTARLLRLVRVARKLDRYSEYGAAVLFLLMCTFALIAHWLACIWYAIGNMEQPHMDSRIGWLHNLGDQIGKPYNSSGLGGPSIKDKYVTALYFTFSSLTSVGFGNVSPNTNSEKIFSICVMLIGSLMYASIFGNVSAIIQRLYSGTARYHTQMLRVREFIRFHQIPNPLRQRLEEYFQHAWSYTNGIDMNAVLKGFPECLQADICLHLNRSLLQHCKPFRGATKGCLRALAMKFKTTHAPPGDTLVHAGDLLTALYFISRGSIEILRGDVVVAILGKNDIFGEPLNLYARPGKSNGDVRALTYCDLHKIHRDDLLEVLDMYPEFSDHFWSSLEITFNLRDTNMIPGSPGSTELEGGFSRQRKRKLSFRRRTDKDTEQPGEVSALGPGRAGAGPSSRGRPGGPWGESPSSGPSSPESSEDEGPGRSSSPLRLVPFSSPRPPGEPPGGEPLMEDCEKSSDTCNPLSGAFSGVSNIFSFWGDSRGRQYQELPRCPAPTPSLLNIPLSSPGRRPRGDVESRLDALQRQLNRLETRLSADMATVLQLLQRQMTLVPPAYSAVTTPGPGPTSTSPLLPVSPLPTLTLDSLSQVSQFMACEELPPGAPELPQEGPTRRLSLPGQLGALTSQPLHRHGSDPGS
ANO1 block: mouse TMEM16A channel inhibition, primary screen | HEK293 TMEM16A/YFP iodide influx fluorescence, ionomycin | hit rate 1.2% among 310,000 | normalized B-score (activity score, 25-100; higher = stronger inhibition) at 10 µM | Q8BHY3;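 active = ratio plate-corrected score three or more library SD toward inhibition, starting fluorescence score within five deviations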;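 note: score derived from kinetic fluorescence span divided by baseline fluorescence per well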
Numbers without * were called inactive.

`Cc1cccc(Nc2n[nH]c(C)c2[N+](=O)[O-])c1` gave RGS4 inh inactive, KCNK3 inh inactive, TMEM16A act inactive, KCNQ1 inh inactive, RGS4 act inactive, KCNQ1 pot inactive, KCNK9 inh inactive, SKKanGAS inh 2, hERG rescue -1 and ANO1 block inactive.
O=C(c1cc(N2C(=O)C3C4CCC(C4)C3C2=O)ccc1Cl)N1CCN(c2ccccc2F)CC1 (stereo not drawn) was read as HDAC3 inhib -5, RGS4 inh inactive, KCNK3 inh inactive, TMEM16A act inactive, KCNQ1 inh inactive, RGS4 act inactive, KCNQ1 pot inactive, KCNK9 inh inactive, SKKanGAS inh -2, hERG rescue 0 and ANO1 block inactive.
`Nc1nonc1NN=C1CCCCC1` gave HDAC3 inhib 3, RGS4 inh inactive, KCNK3 inh inactive, TMEM16A act inactive, KCNQ1 inh inactive, RGS4 act inactive, KCNQ1 pot inactive, KCNK9 inh inactive, SKKanGAS inh 5, hERG rescue -6 and ANO1 block inactive.
Screening CCn1c(OC)nc2c1c(=O)n(C)c(=O)n2C returned HDAC3 inhib -1, RGS4 inh inactive, KCNK3 inh inactive, TMEM16A act inactive, KCNQ1 inh inactive, RGS4 act inactive, KCNQ1 pot inactive, KCNK9 inh inactive, SKKanGAS inh -4, hERG rescue -5 and ANO1 block inactive.
For CCN(CC)C(=O)c1ccc(COc2ccccc2Cl)cc1 the results were HDAC3 inhib 4, RGS4 inh inactive, KCNK3 inh inactive, TMEM16A act inactive, KCNQ1 inh inactive, RGS4 act inactive, KCNQ1 pot inactive, KCNK9 inh -8.7*, SKKanGAS inh 2, hERG rescue -10 and ANO1 block inactive.
Screening Clc1ccccc1-c1nnc(-c2ccccc2Cl)o1 returned HDAC3 inhib 8, RGS4 inh inactive, KCNK3 inh inactive, TMEM16A act inactive, KCNQ1 inh inactive, RGS4 act inactive, KCNQ1 pot inactive, KCNK9 inh inactive, SKKanGAS inh 23, hERG rescue -2 and ANO1 block inactive.
`COc1ccc(C(=O)C2CCCN(C(=O)c3noc4c3CCCC4)C2)cc1F` (stereo not drawn) gave HDAC3 inhib inconclusive, RGS4 inh inactive, KCNK3 inh inactive, TMEM16A act inactive, KCNQ1 inh inactive, RGS4 act inactive, KCNQ1 pot inactive, KCNK9 inh inactive, SKKanGAS inh 3, hERG rescue 0 and ANO1 block inactive.
Screening O=C(NC(=S)N1CCCC1)c1ccccc1 returned HDAC3 inhib 4, RGS4 inh inactive, KCNK3 inh inactive, TMEM16A act inactive, KCNQ1 inh inactive, RGS4 act inactive, KCNQ1 pot inactive, KCNK9 inh inactive, SKKanGAS inh 0, hERG rescue -5 and ANO1 block inactive.
For Cc1ccc(Cn2nc(-c3ccccc3)nc2-c2ccccc2)cc1 the results were HDAC3 inhib 3, RGS4 inh inactive, KCNK3 inh inactive, TMEM16A act inactive, KCNQ1 inh inactive, RGS4 act inactive, KCNQ1 pot inactive, KCNK9 inh inactive, SKKanGAS inh 14, hERG rescue -19 and ANO1 block inactive.
Screening CCCCCc1nnc(NC(=O)CS(=O)(=O)Cc2ccccc2)s1 returned HDAC3 inhib 4, RGS4 inh inactive, KCNK3 inh inactive, TMEM16A act inactive, KCNQ1 inh inactive, RGS4 act inactive, KCNQ1 pot inactive, KCNK9 inh inactive, SKKanGAS inh -4, hERG rescue -16 and ANO1 block inactive.
For O=C(NCc1ccco1)C(Cc1ccccc1)N1C(=O)c2ccccc2C1=O (stereo not drawn) the results were HDAC3 inhib 3, RGS4 inh inactive, KCNK3 inh inactive, TMEM16A act inactive, KCNQ1 inh inactive, RGS4 act inactive, KCNQ1 pot inactive, KCNK9 inh inactive, SKKanGAS inh 4, hERG rescue -6 and ANO1 block inactive.
O=C(NCCCN1CCOCC1)c1ccc(-c2ccc(Cl)cc2)o1 was read as HDAC3 inhib -10, RGS4 inh inactive, KCNK3 inh inactive, TMEM16A act inactive, KCNQ1 inh inactive, RGS4 act inactive, KCNQ1 pot inactive, KCNK9 inh inactive, SKKanGAS inh -2, hERG rescue -20 and ANO1 block inactive.
c1ccc(-c2nnc3sc(CN4CCC5(CC4)OCCO5)cn23)cc1 was read as HDAC3 inhib 6, RGS4 inh inactive, KCNK3 inh inactive, TMEM16A act inactive, KCNQ1 inh inactive, RGS4 act inactive, KCNQ1 pot inactive, KCNK9 inh inactive, SKKanGAS inh 1, hERG rescue -11 and ANO1 block inactive.
For Cc1ccc(OCc2cc(C(=O)N(C)CCc3ccccn3)no2)cn1 the results were HDAC3 inhib -1, RGS4 inh inactive, KCNK3 inh inactive, TMEM16A act inactive, KCNQ1 inh inactive, RGS4 act inactive, KCNQ1 pot inactive, KCNK9 inh inactive, SKKanGAS inh -4, hERG rescue -5 and ANO1 block inactive.
Screening O=C(CN(Cc1ccccc1F)S(=O)(=O)c1ccc(Cl)cc1)NCCC1=CCCCC1 returned HDAC3 inhib 0, RGS4 inh inactive, KCNK3 inh inactive, TMEM16A act inactive, KCNQ1 inh inactive, RGS4 act inactive, KCNQ1 pot inactive, KCNK9 inh inactive, SKKanGAS inh 22, hERG rescue -14 and ANO1 block inactive.
For COc1ccc(S(=O)(=O)N2CCCCC2)cc1Br the results were HDAC3 inhib -5, RGS4 inh inactive, KCNK3 inh inactive, TMEM16A act inactive, KCNQ1 inh inactive, RGS4 act inactive, KCNQ1 pot inactive, KCNK9 inh inactive, SKKanGAS inh -2, hERG rescue -10 and ANO1 block inactive.
CC(Sc1nc2ccccc2s1)C(=O)Nc1ccc2c(c1)OCO2 (stereo not drawn) was read as HDAC3 inhib -2, RGS4 inh inactive, KCNK3 inh inactive, TMEM16A act inactive, KCNQ1 inh inactive, RGS4 act inactive, KCNQ1 pot inactive, KCNK9 inh inactive, SKKanGAS inh -2, hERG rescue -14 and ANO1 block inactive.
For O=C(CN1CCN(CC(=O)Nc2cccc(F)c2)CC1)Nc1ccc(-c2ccccc2)cc1 the results were HDAC3 inhib 0, RGS4 inh inactive, KCNK3 inh inactive, TMEM16A act inactive, KCNQ1 inh inactive, RGS4 act inactive, KCNQ1 pot inactive, KCNK9 inh inactive, SKKanGAS inh 1, hERG rescue -1 and ANO1 block inactive.
CCOc1ccccc1NC(=O)Nc1ccccn1 was read as HDAC3 inhib -4, RGS4 inh inactive, KCNK3 inh inactive, TMEM16A act inactive, KCNQ1 inh inactive, RGS4 act inactive, KCNQ1 pot inactive, KCNK9 inh inactive, SKKanGAS inh -7, hERG rescue -9 and ANO1 block inactive.
CCCNC(=O)c1nc(C)n(-c2ccc([N+](=O)[O-])cc2)n1 was read as HDAC3 inhib 7, RGS4 inh inactive, KCNK3 inh inactive, TMEM16A act inactive, KCNQ1 inh inactive, RGS4 act inactive, KCNQ1 pot inactive, KCNK9 inh inactive, SKKanGAS inh -3, hERG rescue 0 and ANO1 block inactive.
Screening O=C(C=C1CCN(c2ncc(C(F)(F)F)cc2Cl)CC1)NNC(=O)Nc1ccc(Cl)cc1 returned HDAC3 inhib 2, RGS4 inh inactive, KCNK3 inh inactive, TMEM16A act inactive, KCNQ1 inh inactive, RGS4 act inactive, KCNQ1 pot inactive, KCNK9 inh inactive, SKKanGAS inh 7, hERG rescue -2 and ANO1 block inactive.
For COc1ccc2oc(C(=O)OCC(=O)Nc3ccc(OC)c(S(N)(=O)=O)c3)c(C)c2c1 the results were HDAC3 inhib -24, RGS4 inh inactive, KCNK3 inh inactive, TMEM16A act inactive, KCNQ1 inh inactive, RGS4 act inactive, KCNQ1 pot inactive, KCNK9 inh inactive, SKKanGAS inh 11, hERG rescue -15 and ANO1 block inactive.
Cc1cnc(NC(=O)c2ccc3c(c2)C(=O)N(Cc2cccnc2)C3=O)s1 was read as HDAC3 inhib 0, RGS4 inh inactive, KCNK3 inh inactive, TMEM16A act inactive, KCNQ1 inh inactive, RGS4 act inactive, KCNQ1 pot inactive, KCNK9 inh inactive, SKKanGAS inh -2, hERG rescue -6 and ANO1 block inactive.
For CSc1nc(=S)c2[nH]c(=S)[nH]c2[nH]1 the results were HDAC3 inhib 36*, RGS4 inh inactive, KCNK3 inh inactive, TMEM16A act inactive, KCNQ1 inh inactive, RGS4 act inactive, KCNQ1 pot inactive, KCNK9 inh inactive, SKKanGAS inh 5, hERG rescue -12 and ANO1 block inactive.
`COCCn1c(=O)[nH]c2cc(C(=O)NCCc3ccc(S(N)(=O)=O)cc3)ccc2c1=O` gave HDAC3 inhib -5, RGS4 inh inactive, KCNK3 inh inactive, TMEM16A act inactive, KCNQ1 inh inactive, RGS4 act inactive, KCNQ1 pot inactive, KCNK9 inh inactive, SKKanGAS inh -7, hERG rescue -8 and ANO1 block inactive.
CCC(C)NC(=O)C1CCN(S(=O)(=O)c2ccc3c(c2)CC(C)N3C(C)=O)CC1 (stereo not drawn) was read as HDAC3 inhib 3, RGS4 inh inactive, KCNK3 inh inactive, TMEM16A act inactive, KCNQ1 inh inactive, RGS4 act inactive, KCNQ1 pot inactive, KCNK9 inh inactive, SKKanGAS inh -3, hERG rescue -5 and ANO1 block inactive.
For CCOC(=O)c1c(NC(=O)CCN2CCOCC2)sc(C)c1-c1ccccc1 the results were HDAC3 inhib 7, RGS4 inh inactive, KCNK3 inh inactive, TMEM16A act inactive, KCNQ1 inh inactive, RGS4 act inactive, KCNQ1 pot inactive, KCNK9 inh inactive, SKKanGAS inh -8, hERG rescue -6 and ANO1 block inactive.
For CN(C)S(=O)(=O)c1ccc(Cl)c(C(=O)NC2=NCCS2)c1 the results were HDAC3 inhib 3, RGS4 inh inactive, KCNK3 inh inactive, TMEM16A act inactive, KCNQ1 inh inactive, RGS4 act inactive, KCNQ1 pot inactive, KCNK9 inh inactive, SKKanGAS inh -1, hERG rescue -2 and ANO1 block inactive.
O=C(NS(=O)(=O)c1ccccc1)c1cccc(Br)c1 was read as HDAC3 inhib 12, RGS4 inh inactive, KCNK3 inh inactive, TMEM16A act inactive, KCNQ1 inh inactive, RGS4 act inactive, KCNQ1 pot inactive, KCNK9 inh inactive, SKKanGAS inh 0, hERG rescue -1 and ANO1 block inactive.
`Nc1ccc(CNC(=O)OCC2c3ccccc3-c3ccccc32)cc1` gave HDAC3 inhib 0, RGS4 inh inactive, KCNK3 inh inactive, TMEM16A act inactive, KCNQ1 inh inactive, RGS4 act inactive, KCNQ1 pot inactive, KCNK9 inh inactive, SKKanGAS inh 3, hERG rescue -6 and ANO1 block inactive.

Compound activity as filed in PubChem.
